B2AR arrestin = qHTS assay of beta-arrestin-biased ligands of beta2-adrenergic receptor; Beta-2 adrenergic receptor (Homo sapiens), P07550; AID 492947, 2010; 330,000 tested, 0.02% active; Potency, µM (titrated, usually from 46.1 µM), for the others: at the top dose activation, most hits filed as activators; beta-arrestin recruitment to beta2AR, cell-based reporter;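 note: potency is the fitted concentration of half-maximal effect; 0% = DMSO controls and full agonism = EC100 isoproterenol or metaproterenol; nearly all actives have a fitted effect of over 65% in size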
uPA surface inh = qHTS for Inhibitors of Cell Surface uPA Generation | Potency, µM (doses to about 38.3 µM), for inactives: at the top dose activity change, negative = inhibition, usual class: inhibitors | AID 540303, 2011 | 330,000 tested, 0.31% active | cell surface uPA generation assay, qHTS; active = well fitted inhibition curve with a large enough effect; inconclusive = small, poorly fitted or top-dose-only effect; inactive = no such curve, though single readings can be large or run the other way; tested in mouse RAW 264.7 cells; note: potency is the fitted concentration of half-maximal effect; % is set by controls: 0 for no effect and ±100 for the full control effect; nearly all actives have a fitted effect of over 55% in size
TCR activator = Activators of T cell receptors: qHTS campaign | Potency, µM (series often up to 9.22 µM), inactives show top-dose activation of IL-2 secretion, hits mostly activators | 330,000 tested, under 10 active | primary human leukocytes, anti-CD3, IL-2 HTRF, 48 h; note: % of control where 0% means no effect
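Primary human leukocytes incubated 48 hr with anti-CD3 beads plus compound, without co-stimulation. Secreted IL-2 measured by HTRF (europium cryptate/d2 anti-IL-2 pair, 320 nm excitation, 665 nm emission).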
ELG1 DNA repair = qHTS screen for small molecules that inhibit ELG1-dependent DNA repair in human embryonic kidney (HEK293T) cells expressing luciferase-tagged ELG1 | HEK293T ELG1-luciferase reporter, luminescence, 16 h; DNA damage induced by 5-fluorouridine | Potency, µM (series often up to 46.1 µM), without a hit: at the top dose activity change, negative = inhibition, usual class: inhibitors | 330,000 tested, 2.3% active | AID 504467, 2011; note: potency is the fitted concentration of half-maximal effect; % is set by controls: 0 for no effect and ±100 for the full control effect; nearly all actives have a fitted effect of over 55% in size
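DMSO vehicle served as the neutral condition. Each well held 2,000 cells given 5-fluorouridine plus compound; after 16 hr at 37 °C/5% CO2, ONE-Glo was added and luciferase measured 30 min later.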
TSHR antag = Antagonists of the Thyroid Stimulating Hormone Receptor: HTS campaign. TSHR-expressing cells, TSH-stimulated cAMP HTRF, 2 h; hits give low values. activity change, negative = inhibition, % at 11.5 µM. 330,000 tested, 0.2% active;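 active = activity change below a set negative limit, meaning inhibition stronger than a set level, cut at about -70% in these data; inconclusive = activity change between two set negative limits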; note: % is set by controls: 0 for no effect and ±100 for the full control effect
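Cell-based HTRF cAMP assay; TSHR cells + compound, TSH EC80 (4nM final), 2 h, 37 deg C. Lysis with anti-cAMP cryptate and cAMP-d2, 30 min RT, read 665/620 nm.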
Chronic BCR inh = qHTS Assay to Find Inhibitors of Chronic Active B-Cell Receptor Signaling; Potency, µM (doses to about 46.1 µM), inactives show at the highest dose ratio change, negative = lower green/red ratio, usual class: inhibitors; 340,000 tested, 0.05% active; ABC-DLBCL IkBa-CBG/CBR reporter, luminescence ratio, 4 h; active = well fitted inhibition curve with a large enough effect in the signal ratio, with a control signal flat, not every such curve was filed as active; inconclusive = small, poorly fitted or top-dose-only effect, or effect the other way, or a change in a side signal; the % refers to the signal ratio;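 note: potency is the fitted concentration of half-maximal effect; plate controls were basal doxycycline-induced cells for no effect and cells given 10 µM MG132 for full effect; MG132 reads +100%, hits lower the ratio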
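TMD8 human ABC-DLBCL cells with doxycycline-inducible IκBα–green luciferase fusion and unfused red luciferase, in 0.5% FBS medium; compounds up to 46 uM, 4 h at 37C. Green/red luminescence ratio, filter-overlap corrected, fitted to concentration-response curves.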
Tb PFK block = qHTS Assay to Find Inhibitors of T. brucei phosphofructokinase | AID 485367, 2010 | T. brucei PFK, ADP-Glo luminescence | ATP-dependent 6-phosphofructokinase (Trypanosoma brucei brucei), O15648 | 330,000 tested, 0.17% active | Potency, µM (highest dose often 57.5 µM), inactives show top-dose activity, negative = inhibition, usual class: inhibitors;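 note: potency is the fitted concentration of half-maximal effect; 0% = uninhibited 1x PFK enzyme wells and -100% = no-enzyme wells; nearly all actives have a fitted effect of over 60% in size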
Target sequence (O15648 whole entry, looked up): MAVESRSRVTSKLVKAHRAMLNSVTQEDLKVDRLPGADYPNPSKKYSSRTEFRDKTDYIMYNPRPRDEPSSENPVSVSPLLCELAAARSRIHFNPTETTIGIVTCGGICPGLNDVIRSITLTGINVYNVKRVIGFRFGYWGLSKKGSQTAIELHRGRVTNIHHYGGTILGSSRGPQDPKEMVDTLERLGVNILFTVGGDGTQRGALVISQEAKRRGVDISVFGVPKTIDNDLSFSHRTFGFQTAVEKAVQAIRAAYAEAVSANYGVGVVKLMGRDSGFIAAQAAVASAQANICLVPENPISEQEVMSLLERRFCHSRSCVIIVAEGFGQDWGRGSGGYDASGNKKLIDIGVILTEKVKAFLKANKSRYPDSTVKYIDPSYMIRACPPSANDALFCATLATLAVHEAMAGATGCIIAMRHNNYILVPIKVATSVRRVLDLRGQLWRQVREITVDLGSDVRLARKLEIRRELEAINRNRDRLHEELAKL
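Compounds were pin-transferred as a titration series up to 57 uM into substrate buffer (0.5 mM F6P, 0.1 mM ATP, pH 8.0), then 1.25 nM PFK was added and reactions ran 45 min before ADP-Glo detection.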
Eya2 inh = qHTS Assay for Inhibitors of the Phosphatase Activity of Eya2; recombinant Eya2, OMFP fluorescence dephosphorylation (OMFP is methylfluorescein phosphate); Potency, µM (titrated, usually from 76.9 µM), for inactives: at the top dose activity, negative = inhibition, usual class: inhibitors; 330,000 tested, 0.006% active; AID 488837, 2010; note: potency is the fitted concentration of half-maximal effect; % is set by controls: 0 for no effect and ±100 for the full control effect
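Eya2 (0.2 uM) preincubated 10 min at ambient with compound, then OMFP substrate added at 50 uM; 10 min reaction in 50 mM HEPES pH 7.5, 50 mM NaCl, 5 uM MgCl2, 0.05% BSA, 1 mM DTT. Fluorescence read at Ex 485/Em 525 nm.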
Mito fusion act = qHTS Assay for Small Molecule Inhibitors of Mitochondrial Division or Activators of Mitochondrial Fusion; S. cerevisiae fusion-defective mutant growth rescue, CellTiterGlo 48 h; Potency, µM (doses to about 46.1 µM), without a hit: at the top dose growth rescue (activation), hits mostly activators; 320,000 tested, 0.23% active; AID 485298, 2010;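 note: potency is the fitted concentration of half-maximal effect; % of control where 0% means no effect; nearly all actives have a fitted effect of over 45% in size; temperature-sensitive fusion mutants such as fzo1-1 at 37 °C on non-fermentable ethanol glycerol medium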
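Compounds are tested for their ability to restore growth of mitochondrial fusion-defective yeast strains at non-permissive 37C in YPEG medium over 48 hours. Viability is quantified by luciferase luminescence.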
TSG101-PTAP inh = qHTS Assay for Iinhibitors of HIV-1 Budding by Blocking the Interaction of PTAP/TSG101 | Tumor susceptibility gene 101 protein (Homo sapiens), Q99816 | 340,000 tested, under 10 active | Fluorescence polarization, FITC-PTAP peptide / Tsg101 binding | Potency, µM (highest dose often 115 µM), without a hit: top-dose activity change, negative = inhibition, hits mostly inhibitors | AID 493005, 2010; active = well fitted inhibition curve with a large enough effect in the main read-out, with a control signal flat, not every such curve was filed as active; inconclusive = small, poorly fitted or top-dose-only effect, or effect the other way, or a change in a side signal; inactive = no such curve, though single readings can be large or run the other way; note: potency is the fitted concentration of half-maximal effect; % of control where 0% means no effect
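Fluorescence polarization binding of Tsg101 binding domain (10 uM final) to FITC-labeled PTAP peptide (50 nM final) in HEPES pH 7.5 buffer with NaCl, Tween 20, EDTA, TCEP. Compounds added before peptide; binding 20 min at RT.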
USP2a inh = qHTS Assay for Inhibitors of Ubiquitin-specific Protease USP2a Using CHOP2 as the Reporter; 330,000 tested, 0.01% active; USP2 core, Ub-CHOP2 coupled fluorogenic reporter, 485/531; Ubiquitin carboxyl-terminal hydrolase 2 (Homo sapiens), O75604; Potency, µM (doses to about 38.3 µM), for inactives: top-dose activity change, negative = inhibition, hits mostly inhibitors;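 note: potency is the fitted concentration of half-maximal effect; plate controls were DMSO wells for no effect and full inhibition by NEM control for full effect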
Target sequence (O75604 whole entry, looked up): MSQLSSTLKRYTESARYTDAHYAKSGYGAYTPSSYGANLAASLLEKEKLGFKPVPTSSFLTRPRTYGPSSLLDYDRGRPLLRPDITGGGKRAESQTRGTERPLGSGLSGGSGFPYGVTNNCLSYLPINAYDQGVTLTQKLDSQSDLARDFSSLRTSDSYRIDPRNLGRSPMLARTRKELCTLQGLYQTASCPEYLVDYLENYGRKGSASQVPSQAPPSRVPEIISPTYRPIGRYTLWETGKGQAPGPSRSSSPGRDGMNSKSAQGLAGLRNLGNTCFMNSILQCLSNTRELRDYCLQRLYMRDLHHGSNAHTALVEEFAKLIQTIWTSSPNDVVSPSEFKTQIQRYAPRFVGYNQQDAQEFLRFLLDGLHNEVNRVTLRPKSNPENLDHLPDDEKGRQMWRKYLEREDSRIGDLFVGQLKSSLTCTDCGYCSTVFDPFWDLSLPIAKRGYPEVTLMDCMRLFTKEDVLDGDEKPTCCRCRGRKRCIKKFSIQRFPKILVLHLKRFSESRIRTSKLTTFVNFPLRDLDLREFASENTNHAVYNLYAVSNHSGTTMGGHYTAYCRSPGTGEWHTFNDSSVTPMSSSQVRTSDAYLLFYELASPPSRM
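Deubiquitinase activity read as fluorescence (485/531 nm) after Ub-CHOP2 cleavage activates the enterokinase reporter on its substrate; USP2 core 10nM, Ub-CHOP2 and substrate 25nM each, 30min compound preincubation then 60min RT; data normalized to NEM, curves fitted.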
* marks the source's active call; other numbers are inactive results; ? = inconclusive; · = not tested or not shown; [ ] = remark or other dose. Unless noted, calls come from the whole dose curve; as a rule, active = well fitted curve in the direction sought with a large enough effect; inconclusive = small, poorly fitted or top-dose-only effect, or another doubt; inactive = no such curve, though single readings can be large; an effect the other way counts as inactive or inconclusive. No enrichment for hits; overall some 3% were active at least once.

SMILES | B2AR arrestin | uPA surface inh | TCR activator | ELG1 DNA repair | TSHR antag | Chronic BCR inh | Tb PFK block | Eya2 inh | Mito fusion act | TSG101-PTAP inh | USP2a inh
Nc1nonc1NN=C1CCCCC1 | -0.8% | 11% | 15% | ? | 10 | 7% | 1% | 2% | -2% | 0% | -1%
Cc1ccc(OC(C)C(=O)Nc2cc(C)on2)cc1 (configuration not stated) | -0.7% | 0% | -3% | 5% | -13 | ? | -3% | 4% | -1% | -6% | 2%
Cc1ccccc1-c1nc(Cc2ccccc2)no1 | -0.4% | 13% | 1% | ? | 7 | 9% | 1% | -27% | 0% | 4% | -1%
Cc1ccc2nc(SCC(=O)Nc3ccc4[nH]c(=O)[nH]c4c3)[nH]c2c1 | -0.7% | 3% | 3% | ? | 11 | 5% | -1% | 9% | -6% | -1% | 1%
O=C(CSc1nnc(-c2ccccn2)n1Cc1ccco1)c1ccc(Cl)cc1 | -0.2% | 4% | 3% | -7% | 9 | 2% | -7% | -3% | 8% | -6% | -2%
CCN1C(=O)/C(=C2\SC(=S)N(CCCOC)C2=O)c2ccccc21 | 0.3% | -1% | 0% | 9% | -5 | ? | 1% | 8% | -1% | -3% | 3%
C/C(=N\Nc1nncc2ccccc12)c1ccc(C(C)(C)C)cc1 | -0.3% | -4% | -8% | ? | 19 | ? | 9% | 2% | -11% | 0% | 3%
NC(=O)[C@@H]1CCCNc2c(I)cc([N+](=O)[O-])cc2C(=O)N[C@@H](CCCN=C(N)N)C(=O)N[C@@H](CCCN=C(N)N)C(=O)N1 | -0.4% | · | · | 26% | -1 | 3% | -1% | 11% | 1% | · | -5%
Cc1ccc(O)c(CNc2nc3ccccc3n2C(C)C)c1 | -0.5% | 10% | -1% | -18% | -4 | -11% | -1% | 11% | 1% | -4% | 0%
O=C(CCCNS(=O)(=O)c1cccc2nsnc12)N1CCCCC1 | 0.5% | 3% | 5% | 1% | 9 | -5% | -3% | -1% | 1% | -6% | -8%
COc1ccc(/C(C)=N/NC(=O)c2ccc(CSc3nncn3C)cc2)cc1 | -0.2% | 6% | 3% | -6% | 1 | -13% | -4% | 3% | -5% | -1% | 0%
CCCCn1nc(NC(=O)CC(C)C)c2cc3cc(OC)ccc3nc21 | -0.6% | 4% | -88% | 17% | 3 | 1% | 2% | -1% | -2% | 3% | 3%
CC(C)OC(=O)C[N+](C)(C)CCN1C(=O)C2C(c3ccccc3)C=CC(c3ccccc3)C2C1=O (configuration not stated) | -0.3% | -5% | · | -12% | 5 | 1% | -1% | -3% | 2% | 0% | 2%
O=C(c1ccccc1)C1CCN(c2ncccc2[N+](=O)[O-])CC1 | -0.9% | 5% | 3% | 12% | -2 | ? | 0% | 5% | 2% | -2% | 0%
O=C(N/N=C/c1cc([N+](=O)[O-])ccc1O)c1ccncc1 | 0.3% | -27% | -6% | ? | -6 | -1% | 1% | -10% | 6% | -1% | -11%
COc1ccc(NC(=O)C(CC(C)C)NC(=O)C2CCCCC2)c(OC)c1 (configuration not stated) | -0.2% | 2% | -5% | 8% | 8 | 1% | -2% | -12% | 21% | 1% | -9%
CCOC(=O)C(CC)(CC)/C(C)=N/NC(=O)CC#N | -0.1% | 3% | 7% | 7% | 1 | -5% | -4% | -39% | -1% | -5% | -1%
CC(=O)Nc1ccccc1C(=O)C(=O)Nc1ccc(Cl)cc1 | 0.1% | 3% | · | ? | -1 | 2% | 1% | 0% | -6% | 0% | 1%
Cc1ccc(O)c(-c2cc(C(=O)Nc3c(C)n(C)n(-c4ccccc4)c3=O)[nH]n2)c1 | -0.2% | 6% | 2%[46.1 µM] | -30% | 15 | ? | -5% | -3% | -4% | -4% | 7%
O=C(CCc1nnc(C2CCCCC2)o1)N1CCCCC1CCn1cccn1 (configuration not stated) | -0.1% | -5% | -1% | -4% | -5 | 0% | 1% | -11% | -7% | -2% | 3%
Cc1cc(Br)ccc1NC(=O)c1sc2ncnc(N3CCN(c4ccccn4)CC3)c2c1C | -0.7% | 2% | 2% | ? | 3 | ? | -1% | 14% | 5% | -1% | 1%
CCn1c(SCc2cccc(F)c2)nnc1-c1cccnc1 | -0.4% | 4% | 11% | 3% | -8 | -3% | -4% | -6% | 1% | -4% | 4%
CCOC(=O)C1=C(C)N(CCCCCC(=O)O)C(=O)NC1c1ccc(Cl)cc1 (configuration not stated) | -0.1% | 13% | -5% | 17% | -6 | ? | -2% | 13% | 2% | -4% | 0%
O=C1CC(N(O)C2CC(=O)N(Cc3ccccc3)C2=O)C(=O)N1Cc1ccccc1 (configuration not stated) | 0.0% | 1% | -2% | -5% | 8 | 6% | -1% | -1% | -1% | 1% | 0%
CC1CCCN(CCOc2ccc3ccccc3c2Br)C1 (configuration not stated) | -0.2% | -3% | -2% | 23% | 10 | ? | -6% | -7% | 4% | 0% | -2%
O=C(NCc1cccnc1)c1cc([N+](=O)[O-])ccc1N1CCOCC1 | 0.1% | -2% | 1% | -7% | 1 | -1% | 1% | -3% | 3% | -2% | 1%
C=CCOc1ccc(Cl)cc1CNCCCN1CCOCC1 | -0.8% | -6% | 5% | -14% | 3 | -7% | 1% | -7% | -2% | -1% | -1%
Cc1nc2scc(C)n2c(=O)c1S(=O)(=O)NCc1ccc(F)cc1 | -1.0% | 2% | 2% | 29% | 2 | -1% | -2% | 4% | 3% | -6% | -1%
O=C(CCS(=O)(=O)c1ccc2c(c1)NC(=O)CS2)NCCc1ccc(Cl)cc1 | 0.2% | -4% | 3% | -20% | -2 | -6% | 4% | 4% | 0% | -1% | 2%
CC(C)CN(CC(C)C)c1ccc(/C=N/n2cnnc2)cc1[N+](=O)[O-] | -0.3% | -6% | -2% | -12% | -4 | -10% | -1% | 4% | 1% | 0% | 1%
O=C(Nc1cccc(S(=O)(=O)N2CCOCC2)c1)C1CCCCN1S(=O)(=O)c1ccccc1 (configuration not stated) | -0.8% | -3% | 5% | ? | -12 | 1% | 1% | 3% | 5% | -3% | -1%
O=C(c1ccc(F)cc1)n1cc(C(=S)N2CCOCC2)c2ccccc21 | -0.3% | 0% | -11% | -17% | 3 | -11% | -2% | -2% | 2% | -1% | 0%
O=C(Cn1cnc2ccccc2c1=O)NCc1ccc2c(c1)OCO2 | -0.5% | 1% | 1% | 3% | 1 | ? | 0% | 16% | -5% | -3% | 7%
COc1ccc(-c2csc(NCc3ccco3)n2)cc1C | 0.1% | 4% | -4% | ? | -19 | 13% | 0% | 0% | -1% | -1% | 4%
COc1ccc(OC)c(NC(=O)NCc2ccc(F)cc2)c1 | -0.6% | · | -2% | 3% | 31 | 1% | -12% | -45% | 5% | -2% | -1%
CSc1ccccc1OCc1cc(C(=O)N2CCc3c(Cl)cccc3C2)no1 | 0.3% | 8% | -6% | -14% | -4 | 2% | 3% | -6% | 0% | -7% | -5%
O=C(c1cc(S(=O)(=O)Nc2ccccc2F)c(Cl)cc1Cl)N1CCN(CCO)CC1 | 0.3% | -3% | 3% | 6% | 4 | 9% | 2% | -3% | 20% | 0% | 1%
Cc1nc2nc[nH]c2cc1Br | 0.0% | 8% | -4% | 0% | 6 | ? | 5% | 0% | 16% | 0% | 1%
CCN(CC)c1ccc([N+](=O)[O-])cc1C(=O)N1CCOCC1 | 0.2% | 2% | -4% | 0% | -16 | 1% | -1% | -9% | 3% | 0% | 0%

Compound activity: PubChem, National Center for Advancing Translational Sciences (NCATS)
